Screening results (PubChem BioAssay)
PolyA inhibitor: blocks polyadenylation in yeast reporter cells | S. cerevisiae SKY197-pL101 polyadenylation reporter, beta-gal luminescence; efflux-impaired pdr1/pdr3 knockout yeast; score 100 = 6 SD above DMSO | calls only at 12 µM | AID 1875 | hit rate 0.02% among 300,000;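 active = lowest replicate activity score at least 50, where 100 means six control SD above control mean; inconclusive = lowest score under 50 but half or more replicates reach 50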;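 note: yeast exposed to compound for 9 h at 30 °C; higher score means more reporter readthrough which indicates perturbed polyadenylation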
GSK3beta inhib: human GSK3beta kinase inhibition; P49841; GST-GSK3beta kinase, ADP-Glo luminescence, 60 min; hits give low values; activity score (negative = inhibition), % at 10 µM; hit rate 0.038% among 300,000; AID 2097;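 active = more than half of replicate wells score below -50%, meaning over 50% inhibition versus plate controls; inconclusive = some replicates but at most half score below -50%; inactive = no replicate scores below -50%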;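 note: 0% = median DMSO wells and -100% = median GW8510 positive control wells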
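Assay system: GST-fused GSK3beta enzyme, cell-free / Medium: Tris pH 7.5 buffer with MgCl2, DTT, BSA, heparin / Also added: peptide substrate plus 25 µM ATP (final) / Compound: 10 µM single point / Timing: kinase reaction with compound 60 min at room temperature / Detection: ADP-Glo luminescence / Benchmarks: DMSO neutral wells and GW8510 at 20 µM as positive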
HDAC3 inhib: inhibitors of human histone deacetylase 3; recombinant HDAC3, fluorogenic peptide/trypsin coupled, fluorescence; O15379; AID 2718; hit rate 0.15% among 320,000; inhibition, % at 8.3 µM; in the data active = inhibition above about 26%, passing the limit was not always enough; inconclusive = no clear call, values can overlap the other calls
RGS4 pot: RGS4 potentiation or activation; hit rate 0.92% among 310,000; HEK293 M3R/inducible RGS4, carbachol calcium flux Fluo4; hits give low values; B-score at 10 µM;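 active = B-score of the integrated calcium signal more than 4 SD below the library mean, with starting fluorescence not abnormally high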;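 note: negative B-score means reduced calcium response which marks RGS4 activation or potentiation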
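Test system: HEK293 cells with stable M3R and inducible RGS4; also added: carbachol at ECmax as muscarinic agonist stimulus; schedule: dye loading 30 min 37 °C, buffer rest 30 min RT; technique: kinetic calcium fluorescence imaging with Fluo4-AM dye, 2 µM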
KCNQ1 pot: potentiates or activates the human KCNQ1 potassium channel | P51787 | B-score at 10 µM | CHO-K1 KCNQ1, thallium flux FluxOR fluorescence; hits give high values | hit rate 0.35% among 310,000;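 active = fluorescence ratio B-score, a plate-corrected score, at least three library SD, with initial intensity B-score within 5 SD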
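System: CHO-K1 cells stably expressing KCNQ1 / Medium: assay buffer for compound exposure, DMSO matched across wells / Reagent: thallium- and potassium-containing depolarizing buffer / Compound: one concentration, matched DMSO / Incubation: 20 min compound pretreatment at room temperature / Measured by: kinetic FluxOR fluorescence, 10 s baseline plus 110 s post-stimulus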
KCNQ1 inh: blocks the human KCNQ1 potassium channel | P51787 | CHO-K1 KCNQ1, FluxOR thallium flux fluorescence; hits give high values | B-score at 10 µM | hit rate 1.3% among 310,000;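 active = compounds whose thallium flux B-score, printed positive for inhibition, exceeds three library SD while starting fluorescence stays within three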;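 note: channel opened by potassium depolarization with thallium stimulus after 20 min compound exposure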
KCNK3 inh: human KCNK3 channel inhibition, primary screen. B-score at 10 µM. AID 602410. O14649. hit rate 0.84% among 340,000. CHO-KCNK3 thallium flux, FluxOR fluorescence; hits give low values;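 active = B-score under library mean minus 4 SD, starting fluorescence ratio at most library mean plus 5 SD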;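 note: more negative B-score means stronger inhibition of thallium flux through KCNK3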
KCNK9 block: inhibitors of human KCNK9 two-pore domain potassium channel; HEK293 KCNK9, FluxOR thallium flux fluorescence; hits give low values; B-score at 10 µM; hit rate 1.2% among 310,000; AID 488922;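 active = ratio B-score over 3 SD below the library mean, with starting fluorescence within 5 SD of its mean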;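 note: negative B-score means less thallium flux so channel inhibition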
GSK3 alpha inh: blocks human GSK-3 alpha kinase. P49840. ADP-Glo luminescence, 60 min. inhibition, % at 10 µM. hit rate 0.1% among 320,000;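 in the data active = inhibition above about 50%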;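 note: GST-tagged GSK-3 alpha with peptide substrate and 25 µM ATP; 0% = DMSO neutral wells and 100% = GW8510 positive control wells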
DYRK1A inh: inhibitors of rat Dyrk1A kinase; Q63470; AID 504441; hit rate 0.43% among 310,000; ADP-Glo luminescence, NFATc1 peptide; inhibition, % at 12.5 µM; in the data active = inhibition above about 50%;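 note: plate controls were vehicle with enzyme for no effect and no enzyme for full effect; many of its hits are not listed in these tables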
hERG protect: shields human hERG channel from block by proarrhythmic agents; activation (rescue from dofetilide block), less the hit threshold, % at 10 µM; hit rate 0.51% among 310,000; CHO-hERG, FluxOR thallium flux, dofetilide IC70 present; Q12809;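 active = activation above the mean of controls blocked by dofetilide plus 5 SD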;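 note: thallium influx through hERG after potassium depolarization seen as dye fluorescence rise; in these data hits start at about 4.7%; inactives centre near -7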
Target sequence (Q12809 whole entry, looked up): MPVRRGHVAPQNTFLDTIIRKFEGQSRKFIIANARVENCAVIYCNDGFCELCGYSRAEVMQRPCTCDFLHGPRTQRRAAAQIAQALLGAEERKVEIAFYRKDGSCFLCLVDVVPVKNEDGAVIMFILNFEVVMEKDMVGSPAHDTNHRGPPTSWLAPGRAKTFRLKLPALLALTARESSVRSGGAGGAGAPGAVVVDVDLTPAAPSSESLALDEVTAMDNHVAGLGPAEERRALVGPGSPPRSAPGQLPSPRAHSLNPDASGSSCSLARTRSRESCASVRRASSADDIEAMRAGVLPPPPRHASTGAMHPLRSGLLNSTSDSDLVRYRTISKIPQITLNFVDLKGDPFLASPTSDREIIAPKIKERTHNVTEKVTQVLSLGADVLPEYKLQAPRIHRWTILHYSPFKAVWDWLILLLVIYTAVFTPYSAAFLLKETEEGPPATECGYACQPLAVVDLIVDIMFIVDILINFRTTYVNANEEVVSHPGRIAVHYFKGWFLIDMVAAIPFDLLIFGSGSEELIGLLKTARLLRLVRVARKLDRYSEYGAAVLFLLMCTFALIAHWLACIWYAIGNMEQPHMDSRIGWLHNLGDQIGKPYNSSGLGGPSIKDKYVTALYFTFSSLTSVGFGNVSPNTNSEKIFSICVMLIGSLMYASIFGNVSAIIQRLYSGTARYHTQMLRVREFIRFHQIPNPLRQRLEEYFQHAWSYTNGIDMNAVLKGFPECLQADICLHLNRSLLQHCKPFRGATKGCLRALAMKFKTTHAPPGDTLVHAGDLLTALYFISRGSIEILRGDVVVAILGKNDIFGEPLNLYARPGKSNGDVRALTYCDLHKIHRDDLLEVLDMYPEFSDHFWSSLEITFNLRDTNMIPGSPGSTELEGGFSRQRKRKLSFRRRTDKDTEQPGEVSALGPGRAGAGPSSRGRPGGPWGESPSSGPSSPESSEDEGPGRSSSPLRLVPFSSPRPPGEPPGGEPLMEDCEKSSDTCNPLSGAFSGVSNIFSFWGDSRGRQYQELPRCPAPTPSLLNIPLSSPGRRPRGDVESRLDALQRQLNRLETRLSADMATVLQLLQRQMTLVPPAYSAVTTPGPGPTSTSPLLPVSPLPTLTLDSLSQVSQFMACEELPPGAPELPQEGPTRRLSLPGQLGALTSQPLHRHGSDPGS
* = called active by the depositor; i = inactive; u = inconclusive; x = not tested or not shown. A portion of the library, so the mix of outcomes need not match the whole.

SMILES	PolyA inhibitor	GSK3beta inhib	HDAC3 inhib	RGS4 pot	KCNQ1 pot	KCNQ1 inh	KCNK3 inh	KCNK9 block	GSK3 alpha inh	DYRK1A inh	hERG protect
CC12CCC(C/C1=N/OC(=O)c1cccc([N+](=O)[O-])c1)C2(C)C (centres undefined)	i	-0.5	3.6	i	i	i	i	i	-0.4	4.9	-6.4
COc1ccc(NS(=O)(=O)c2ccc(NS(=O)(=O)c3ccc(C)cc3)cc2)nn1	i	2.2	3.2	i	i	i	i	i	1.6	2.3	-3.6
O=C(NCCN1CCCCC1)Nc1ccccc1	i	1.1	-3.2	i	i	i	i	i	-3.8	2.7	-12.6
COc1ccc(C(=O)C[n+]2ccc3c(c2)nc(-c2cc(OC)c(OC)cc2OC)n3C)cc1	i	0.6	2.2	i	i	i	i	i	-1.8	1.2	-3.1
CCCCc1ccc(NC(=O)N[C@@H](CC(C)C)C(=O)O)cc1	i	0.0	-6.8	i	i	i	i	i	-4.9	-0.7	-5.2
CC1=CC(C)(C)Nc2ccc(OC(=O)CN3C(=O)C4CCCCC4C3=O)cc21 (centres undefined)	i	2.7	-5.3	i	i	i	i	i	5.3	-0.3	-8.8
COc1ccccc1NC(=O)c1cc2cc(Br)ccc2oc1=N	i	2.0	5.1	i	i	i	i	i	-1.7	3.2	-9.5
CCN(CC)S(=O)(=O)c1cccc(NC(=O)c2cc(=O)[nH]c3ccccc23)c1	i	-1.5	-1.5	i	i	i	i	i	6.7	-1.2	-7.7
CC(c1ccccc1)N1CCc2[nH]c(=S)[nH]c(=O)c2C1 (centres undefined)	i	5.3	8.9	i	i	i	i	i	-5.2	-1.1	-8.2
COC(=O)c1ccc(/C=N/Nc2nc(-c3ccccc3)cs2)cc1	i	-0.3	12.1	i	i	i	i	i	-1.9	4.7	-6.8
c1ccc2oc(-c3ccc(Nc4nc(N5CCCCC5)nc(N5CCOCC5)n4)cc3)nc2c1	i	2.0	5.5	i	i	i	x	i	-1.3	x	-10.0
Cc1noc(/C=C/N(C)C)c1S(=O)(=O)N(C)CC(=O)NC1CCCCC1	i	2.8	4.4	i	i	i	i	i	-1.3	-5.2	-4.6
CCOc1ccc(C(=O)Nc2nnn(CC)n2)cc1	i	-0.4	-0.7	i	i	i	i	i	0.4	4.2	-14.1
CC(C)(C)N(Cc1ccccc1)C(=O)COC(=O)CN1C(=O)C2CC=CCC2C1=O (centres undefined)	i	0.3	5.6	i	i	i	i	i	2.0	-7.9	-17.5
COc1ccc(C)cc1NC(=O)c1ccc(CN2CCN(c3ccccc3)CC2)cc1	i	-1.5	4.2	i	i	i	i	i	-2.1	2.2	-14.3
CCOC(=O)C1=C(C)NC(=O)CC1c1cc2c(cc1[N+](=O)[O-])OCO2 (centres undefined)	i	-1.5	4.9	i	i	i	i	i	4.1	1.1	-17.4
CCOC(=O)COc1nc(Nc2ccccc2C)nc(N(C)C)n1	i	1.8	-0.3	i	i	i	i	i	2.0	-1.2	-3.3
COC(=O)c1ccc(COc2ccc(/C=N/N3CCN(C)CC3)cc2)cc1	i	1.3	-1.1	i	i	i	i	i	-1.3	-1.7	-10.1
CCCN1CCc2c(sc(NC(=O)c3ccc(S(=O)(=O)N4CCN(C(=O)OCC)CC4)cc3)c2C(N)=O)C1	i	0.7	5.4	i	i	6*	-11.3*	i	1.2	6.0	-20.2
Cc1ccccc1N(CC(=O)N/N=C/c1cc(C)n(-c2ccccc2C)c1C)S(C)(=O)=O	i	0.9	-4.2	i	i	i	i	i	5.2	-1.1	-6.5
COc1ccc(/C=C/C(=O)OCC(=O)Nc2ccc(N3CCOCC3)cc2)cc1OC	i	2.3	-5.7	i	i	i	i	i	-1.5	-1.8	-5.7
CSc1ccccc1OCc1cc(C(=O)NCCc2ccco2)no1	x	4.5	5.6	i	i	i	i	i	0.4	-1.1	-8.9
CC1CCCC(C)N1C(=O)CSc1nnc(-c2cccs2)o1 (centres undefined)	i	-2.6	-0.4	i	i	i	i	i	1.2	9.1	0.1
Cc1ccc(C)c(N2CCN(CCCc3ccccc3)CC2)c1	i	-2.4	11.3	i	i	i	i	i	-0.4	8.4	-2.8
O=C(/C=C/c1ccco1)NCCCN1CCOCC1	i	1.6	2.1	i	i	i	i	i	-3.1	1.0	-8.6
Cc1ccc(S(=O)(=O)N2CC3(C)CN(S(=O)(=O)c4ccc(C)cc4)CC(C)(C2)C3O)cc1 (centres undefined)	i	-3.6	2.5	i	i	i	i	i	x	4.1	-8.6
CS(=O)(=O)N1CCN(c2ccc(NC(=S)NC(=O)c3ccccc3[N+](=O)[O-])cc2)CC1	i	0.8	2.9	i	i	i	i	i	-1.5	-2.1	-8.1
O=[N+]([O-])c1ccc2c(c1Nc1ccccc1)=NC1(CCCCC1)N=2	i	-2.0	-2.5	i	i	i	i	i	0.9	0.3	-14.0
O=C(COc1ccc(F)cc1Cl)Nc1ccccc1C(=O)N1CCCCC1	i	8.6	4.7	i	i	i	i	i	-0.3	19.8	-8.5
CCC(=O)N/N=C(\C)CC(=O)Nc1ccc2ccccc2c1	i	2.1	-3.3	i	i	i	i	i	-0.4	5.2	-6.6
CCn1c(SCC(=O)Nc2ccc(F)cc2F)nc2c(c1=O)SCC2	i	0.7	x	i	i	i	i	i	-0.4	-7.4	-11.5
O=C(N/C(=C/c1cccs1)C(=O)N1CCOCC1)c1cccs1	i	-0.9	6.6	i	i	i	i	i	x	-5.0	-9.6
CC1=CC(C)(C)N(C(=O)C(C)N2C(=O)c3ccccc3C2=O)c2ccc(C)cc21 (centres undefined)	i	0.2	5.9	i	i	i	i	i	x	0.7	-7.2
O=C(c1cc(COc2ccc(F)cc2Cl)on1)N1CC2C[C@@H]3CC1C[C@H](C2)C3	i	-3.2	3.9	i	i	i	i	i	-2.7	x	-7.2
Cc1ccc(C)c(S(=O)(=O)N=Nc2c(O)[nH]c3ccccc23)c1	i	0.5	-1.3	i	i	i	i	i	0.2	5.0	-10.4
COc1ccc(N2CCN(C(=O)Cc3coc4cc(C)ccc34)CC2)cc1	i	-0.9	-0.8	i	i	i	i	i	-1.8	-1.6	-12.1

Shown as a hit in KCNQ1 inh, of those listed so far:
SMILES,PolyA inhibitor,GSK3beta inhib,HDAC3 inhib,KCNQ1 pot,KCNQ1 inh,KCNK3 inh,KCNK9 block,GSK3 alpha inh,DYRK1A inh
CCCN1CCc2c(sc(NC(=O)c3ccc(S(=O)(=O)N4CCN(C(=O)OCC)CC4)cc3)c2C(N)=O)C1,i,0.7,5.4,i,6*,-11.3*,i,1.2,6.0

Following part:
SMILES	PolyA inhibitor	GSK3beta inhib	HDAC3 inhib	RGS4 pot	KCNQ1 pot	KCNQ1 inh	KCNK3 inh	KCNK9 block	GSK3 alpha inh	DYRK1A inh	hERG protect
O=C(N/N=C/c1ccc([N+](=O)[O-])s1)c1ccccc1Br	i	2.4	3.5	i	i	i	i	i	-4.7	x	-9.4
COCCn1c(SCC(=O)c2ccccc2)nc2c(c1=O)SCC2	i	-5.8	21.3	i	i	i	i	i	-32.5	10.2	-7.7
O=C(NCc1ccccc1)C(c1ccncc1)N(C(=O)c1csnn1)c1ccccc1F (centres undefined)	i	-1.1	4.0	i	i	i	i	i	1.4	-2.0	-2.3
O=C(COC(=O)Cc1c(F)cccc1Cl)NC1CCS(=O)(=O)C1 (centres undefined)	i	-1.9	-1.1	i	i	i	i	i	-2.1	9.9	-8.5
COc1ccc(CNc2nc(NC(C)=O)nn2-c2ccccc2)cc1	i	8.8	-9.4	i	i	i	i	i	-1.5	-6.9	-5.1
CC(C)OC(=O)c1ccc(COC(=O)c2cccc(-c3nnc(-c4ccccc4)o3)c2)cc1	i	-0.5	-3.5	i	i	i	i	i	2.0	-0.6	-4.8
NC(=O)CC(NC(=O)Cc1cccc2ccccc12)c1ccc(N2CCCCCC2)c([N+](=O)[O-])c1 (centres undefined)	i	4.4	6.0	i	i	i	i	i	-3.2	8.5	-9.2
COc1cc(NC(=S)Nc2cccc(C)n2)cc(OC)c1OC	i	-4.2	0.3	i	i	i	i	i	x	8.5	-6.9
COc1ccc(N2CCN(C(=O)c3oc4ccccc4c3NC(=O)CCc3cc(OC)no3)CC2)cc1	i	4.5	7.7	i	i	i	i	i	-2.8	1.4	-5.0
O=C(Cn1ncc2c(=O)oc3ccccc3c21)NC1CC1	i	-0.4	-2.3	i	i	i	i	i	-1.4	x	-14.7
NC(=O)c1cccnc1Nc1ccccc1F	i	1.5	1.2	i	i	i	i	i	-0.6	13.9	-6.2
CCOC(=O)Cc1csc(NC(=O)CSc2nc(C)cc(=O)[nH]2)n1	i	1.8	u	i	i	i	i	i	-2.9	8.2	-5.8
Oc1c(Br)cc(Br)cc1CNc1ccc(F)cc1	i	0.7	5.8	i	i	i	i	i	-3.1	-3.2	-4.9
CCCc1nn(C)c2c(=O)[nH]c(-c3ccccc3OCC)nc12	i	-2.4	-10.1	i	i	i	i	i	1.0	-3.6	0.3
CCOc1ccccc1NC(=O)Cc1ccccc1OC	i	-0.6	2.6	i	i	i	i	i	-2.0	34.0	-13.1
CCN(CC(=O)Nc1cccc(S(N)(=O)=O)c1)Cc1nc2ccccc2c(=O)[nH]1	i	2.8	-0.1	i	i	i	i	i	-2.2	1.0	-7.5
CCCCNC(=O)C1CCCN(S(=O)(=O)c2ccc(S(=O)(=O)NCC(C)C)cc2)C1 (centres undefined)	i	-1.0	4.7	i	i	i	i	i	2.6	0.6	-9.2
C=CCNc1nc2c(c(=O)[nH]c(=O)n2C)n1CCCc1ccccc1	i	x	-5.1	i	i	i	i	i	-4.8	2.4	-5.8
CC(=O)c1c(C)[nH]c(C(=O)Nc2cccc(C)c2C)c1C	i	0.2	4.4	i	i	i	i	i	-2.3	-2.4	-7.9
COc1ccc(/C(C)=N/NS(=O)(=O)c2ccccc2)c(OC)c1	i	-0.9	0.4	i	i	i	i	i	-2.7	-3.5	-1.4
Cc1cc(NC(=O)C(C)Oc2ccccc2)no1 (centres undefined)	i	1.2	-3.0	i	i	i	i	i	-3.0	-5.2	-6.6
CSc1ccc(C(c2c(C(=O)O)[nH]c3ccccc23)c2c(C(=O)O)[nH]c3ccccc23)cc1	i	-18.3	3.6	i	i	i	i	i	x	-1.7	-6.0
